# Source: PubChem (NCI)
# All columns: NCI-60 one-dose screen, growth in % after 48 h at 10 µM unless noted; 100 = growth as untreated, 0 = no growth, -100 = all killed.
# NCI-H460: NCI-H460 lung cancer. 6.8% of 82,000 active. AID 1794736
# NCI-H522: NCI-H522 lung cancer; 8% of 78,000 active; AID 1794739
# NCI-H322M: NCI-H322M lung cancer | AID 1794733 | 2.7% of 80,000 active
# TK-10: TK-10 renal cancer cells. 3.9% of 81,000 active
# CAKI-1: CAKI-1 renal cancer | 4.7% of 75,000 active
# ACHN: ACHN renal cancer. 4.9% of 81,000 active. AID 1794771
# UO-31: UO-31 renal cancer | 5.2% of 81,000 active | AID 1794768
# 786-0: 786-0 renal cancer cells; 5.1% of 81,000 active; AID 1794775
# RXF 393: RXF 393 renal cancer cells. 6.9% of 77,000 active
# Active calls of the source: *; x = no result given; & = joins results of further samples. Rule for the calls: active = growth percent below 10; inactive = the rest.
# The first 9 compounds (preview)
SMILES	NCI-H460	NCI-H522	NCI-H322M	TK-10	CAKI-1	ACHN	UO-31	786-0	RXF 393
Cc1nn(-c2ccc(F)cc2)c(C)c1N=Nc1ccccc1	96.6	72.5	87.7	89.1	85.1	91.3	76.1	89.6	103.7
COc1ccc(C=C(C(C)=O)C(C)=O)cc1	109.5&109.4	94.4&83.4	100.0&93.3	106.9&93.7	100.1&97.1	101.7&96.6	59.3&87.1	108.7&96.4	112.8&101.2
COC(=O)c1cc(C(C)=O)n2c3ccccc3c3ccccc3c12	110.1	86.4	104.1	74.3	44.5	36.4	38.0	36.6	11.8
CCOC(=O)c1n[nH]n2c1nc(=O)c1cnn(C)c12	103.3	91.0	99.4	97.6	102.5	105.1	84.4	105.6	109.2
CCCCCc1cc[n+](CC(=O)c2ccccc2)cc1	95.4&76.7	99.3&95.0	96.0&92.4	101.0&119.5	98.7	102.4&101.9	91.3&85.6	96.3&97.0	109.5&98.6
CCOC(=O)C(C#N)(CC)C(C)=C1CC1 (stereo not drawn)	117.8	102.6	117.9	107.8	103.8	106.0	89.5	115.1	107.7
CC1=C(C)C(=O)C(Nc2cccc(C(=O)OC(C)(C)C)c2)=C(Br)C1=O	99.7	67.4	91.1	122.2	96.4	87.5	71.6	96.2	94.9
CCCCN(CCCC)C(=O)C(C)OC(C)=O (stereo not drawn)	104.2	108.8	110.8	107.8	111.0	104.6	94.2	110.6	113.4
CCOC(=O)c1cc2c(nc1OC)-c1cnn(-c3ccc(Cl)cc3)c1CC2	97.6	62.9	x	93.7	77.3	53.1	21.5	79.5	83.3

# Main list, from the start:
SMILES	NCI-H460	NCI-H522	NCI-H322M	TK-10	CAKI-1	ACHN	UO-31	786-0	RXF 393
Cc1nn(-c2ccc(F)cc2)c(C)c1N=Nc1ccccc1	96.6	72.5	87.7	89.1	85.1	91.3	76.1	89.6	103.7
COc1ccc(C=C(C(C)=O)C(C)=O)cc1	109.5&109.4	94.4&83.4	100.0&93.3	106.9&93.7	100.1&97.1	101.7&96.6	59.3&87.1	108.7&96.4	112.8&101.2
COC(=O)c1cc(C(C)=O)n2c3ccccc3c3ccccc3c12	110.1	86.4	104.1	74.3	44.5	36.4	38.0	36.6	11.8
CCOC(=O)c1n[nH]n2c1nc(=O)c1cnn(C)c12	103.3	91.0	99.4	97.6	102.5	105.1	84.4	105.6	109.2
CCCCCc1cc[n+](CC(=O)c2ccccc2)cc1	95.4&76.7	99.3&95.0	96.0&92.4	101.0&119.5	98.7	102.4&101.9	91.3&85.6	96.3&97.0	109.5&98.6
CCOC(=O)C(C#N)(CC)C(C)=C1CC1 (stereo not drawn)	117.8	102.6	117.9	107.8	103.8	106.0	89.5	115.1	107.7
CC1=C(C)C(=O)C(Nc2cccc(C(=O)OC(C)(C)C)c2)=C(Br)C1=O	99.7	67.4	91.1	122.2	96.4	87.5	71.6	96.2	94.9
CCCCN(CCCC)C(=O)C(C)OC(C)=O (stereo not drawn)	104.2	108.8	110.8	107.8	111.0	104.6	94.2	110.6	113.4
CCOC(=O)c1cc2c(nc1OC)-c1cnn(-c3ccc(Cl)cc3)c1CC2	97.6	62.9	x	93.7	77.3	53.1	21.5	79.5	83.3
O=C(OCCCN1CCCCC1)c1noc2cc([N+](=O)[O-])ccc12	103.1	96.3	x	103.6	x	108.3	87.4	106.1	113.8
O=S(=O)(O)c1ccc2c(c1)CCC2	x	101.7	x	112.8	99.9	112.2	x	98.6	100.6
CN(C)c1oc(/C=C/C=C/c2nc(C#N)c(N(C)C)o2)nc1C#N	108.0	87.0	105.1	111.3	101.7	110.5	84.7	100.4	124.6
Nc1nc(NC2CCCC2)nc(Oc2ccc(Cl)cc2)n1	109.9	103.5	x	106.6	94.1	100.5	86.8	101.7	107.8
Cc1ccc(-c2c3c(N)c4c(nc3nc3c2c(C)nn3-c2ccccc2)CCCCC4)cc1	94.1	80.5	x	102.1	90.2	97.8	81.5	95.1	106.9
O=C1C=CC(=O)C2CC=CCC12 (stereo not drawn)	111.0	79.8	119.9	115.3	104.3	99.8	74.6	111.2	140.2
O=C(O)c1cc(C(Cl)C(Cl)(Cl)Cl)ccc1O (stereo not drawn)	112.4	85.5	95.0	91.8	x	115.9	86.6	98.0	116.1
Cc1nc(N=C(N)N)nc2ccccc12	98.4	80.3	79.7	107.1	86.5	104.6	83.8	100.4	102.7
O=C1/C(=C\c2ccc(F)cc2)Sc2c(F)cccc21	106.7	104.9	97.6	114.9	89.9	93.7	81.2	94.7	95.8
COc1cc(NC(=O)c2cncnc2Nc2ccc3c(ccn3Cc3ccccn3)c2)cc(OC)c1	20.5	38.9	76.4	73.3	44.2	66.5	46.0	49.4	42.0
NC(=O)N1N=C(c2cc3ccccc3oc2=O)CC1c1cn(-c2ccccc2)nc1-c1ccc(Cl)cc1 (stereo not drawn)	22.2	45.2	52.0	93.4	32.9	32.5	17.8	39.3	88.2
N=c1ccn2c(n1)OC1C(O)C(CO)OC12 (stereo not drawn)	-9.7*	35.9	63.8	51.3	-14.4*	-15.9*	-3.9*	15.0	28.7
c1cc[n+](OCc2ccccc2CO[n+]2ccccc2)cc1	108.2	70.9	93.5	107.5	97.1	105.6	86.3	102.6	108.8
CCSc1nc(-c2cccs2)n2nc(-c3cccs3)cc2n1	104.3	96.7	102.0	x	82.5	92.0	60.0	119.0	106.5
COc1cc2c(cc1-c1c(C)noc1C)ncc1nc(C3CCCCC3)n([C@H](C)COC(F)F)c12	53.2	25.2	40.3	33.2	29.2	33.1	13.6	48.7	52.6
Cc1sc2nc(COC(=O)c3cc(=O)c4ccccc4o3)[nH]c(=O)c2c1C	118.1	84.2	99.0	126.0	90.4	96.7	80.1	106.1	114.8
Cc1ccc(NC(=O)N2CCCCC2)cc1[N+](=O)[O-]	107.9	-29.1*	x	x	x	95.0	77.6	102.2	106.1
CC(C)(C)C1CCC(C(=O)O)CC1 (stereo not drawn)	103.0	98.7	111.0	99.5	94.2	96.4	87.7	98.2	107.9
C=C1CCC2C3(C)COC(c4cccs4)OC3CCC2(C)C1C/C=C1/C(=O)CCC1OC(C)=O (stereo not drawn)	95.4	80.3	94.4	110.8	97.8	97.2	81.5	102.5	103.1
COC(=O)c1c2c(c(C)[n+]([O-])c1C)C(=O)C(NCc1ccc(OC)cc1)=CC2=O	10.2	-5.7*	6.6*	101.9	48.5	40.1	65.3	54.2	47.3
O=NN(CCF)C(=O)N[C@H]1CCCC[C@H]1O	109.4	100.1	113.8	92.2	105.6	100.5	93.1	101.8	103.3
Cc1ccccc1NC(=S)Nc1ccccc1	105.3	94.2	93.7	95.6	x	97.8	79.5	106.4	121.8
O=C1CCCCCCCCCCCCCC1	107.1	92.1	99.2	104.4	96.0	94.6	83.8	98.5	110.6
O=C(O)/C(=C\c1cc2c(cc1[N+](=O)[O-])OCO2)c1cc2c(cc1Br)OCO2	109.9	104.6	123.5	104.3	88.2	104.4	88.1	107.3	108.9
COc1cccc(-c2nn(C(C)(C)C)cc2-c2ccnc(NCCNS(=O)(=O)c3cccc4ccccc34)c2)c1	102.8	85.1	106.7	96.4	91.8	96.2	89.7	101.9	103.5
CS(=O)(=O)c1ccc(-c2[nH]c3ccccc3c2/C=N/N=C(N)N)cc1	105.7	89.2	95.7	107.3	84.3	101.0	90.3	98.3	105.6
C=C(CC(Cl)(Cl)Cl)c1ccc(C)cc1	106.3	88.9	91.1	100.8	98.5	101.5	82.6	98.2	108.1
N#CC1=C(N)Oc2c(c(=O)[nH]c3ccc(Cl)cc23)C12C(=O)c1ccccc1C2=O	92.5	105.0	93.0	129.0	80.5	95.1	70.2	96.4	100.9
C[C@H]1[C@@H]2[C@H]3CC[C@@H]4[C@@]5(C)Cc6c([nH]c7ccccc67)C(C)(C)[C@@H]5CC[C@@]4(C)[C@]3(C)CC[C@]23CO[C@]1(C)[C@@H](C(=O)/C=C/c1cccnc1)C3	80.3	84.9	107.9	116.7	60.7	79.8	60.2	74.9	84.4
CC(C)(C)c1cc(=O)[nH]c(SCC(=O)NCCc2ccc(S(N)(=O)=O)cc2)n1	105.1	103.0	98.5	111.8	97.0	101.4	89.9	108.6	108.5
CC(=O)c1cc(C(C)=O)c2ccccc2c1O	107.7	101.7	106.0	99.4	89.9	93.6	88.0	103.0	98.7
CC(C)=Cc1cc(-c2cc(C=C(C)C)nc(N)n2)nc(N)n1	113.0	102.6	105.4	99.8	87.9	102.1	x	102.0	109.2
C[C@]12O[C@H]1CC[C@H]1[C@@]2(C)CC[C@]2(O)C(=O)O[C@H](c3ccoc3)C[C@]12C	106.2	62.4	96.5	86.0	83.8	100.9	94.0	93.0	114.3
O=C1/C(=C/c2ccc(Cl)cc2)Sc2ccc(F)cc21	97.1	81.7	88.2	148.1	84.7	93.0	63.5	108.0	107.1
Cc1cc(N(CCCNc2ccnc3cc(Cl)ccc23)Cc2ccccn2)nc(N2CCOCC2)n1	99.7	74.7	94.1	109.6	87.8	101.0	63.9	86.0	77.3
C/C(=C(\c1ccc(OCCN2CCOCC2)cc1)c1ccc(OC(=O)c2ccccc2)cc1)c1ccc(Cl)cc1	103.6	77.4	95.6	82.7	95.1	103.0	91.3	95.9	109.2
CC1C/C(=C\c2ccc(N)cc2)C(=O)O1 (stereo not drawn)	118.3	98.8	122.1	106.7	119.7	107.5	76.6	103.5	115.2
CN(c1ccccc1Cl)S(C)(=O)=O	116.0	97.4	112.8	111.3	101.6	106.0	82.2	107.0	111.9
CCOC(=O)/C(=C/Nc1ccc(OCc2ccccc2)cc1)NC(=O)c1ccccc1	108.0	98.4	111.7	115.2	93.7	100.1	100.8	119.7	113.0
Cc1ccc(C(=O)c2ccccc2Cl)cc1	103.8	110.4	91.7	100.6	95.2	99.9	93.7	92.1	91.1
COc1ccc(C(=O)/C=C/c2ccc(Cl)cc2)cc1S(=O)(=O)Nc1cccnc1	100.2	90.0	66.7	92.5	73.4	86.9	65.5	95.9	96.5

# Continuation:
SMILES	NCI-H460	NCI-H522	NCI-H322M	TK-10	CAKI-1	ACHN	UO-31	786-0	RXF 393
CC(=O)N1N=C(c2ccc(Br)cc2)CC1c1ccc(Oc2ccc(Cl)cc2)cc1 (stereo not drawn)	101.4	74.9	91.5	82.8	83.0	101.3	58.4	75.9	95.2
C=C(C)C(=O)OCCOCCOCCOC(=O)C(=C)C	101.8	106.9	86.9	110.8	84.2	96.1	83.7	100.3	106.5
CC(C)N(CCOC(=O)Nc1ccccc1Cl)C(C)C	103.0	78.6	101.8	107.9	x	x	85.1	98.8	108.2
c1ccc2[nH]c(Cc3nc4ccccc4[nH]3)nc2c1	111.4	103.0	93.1	122.1	x	96.2	95.3	117.0	113.8
Cc1ccc(-n2nc(C(=O)NCC(=O)O)nc2-c2ccccc2)cc1	107.5	102.4	105.0	98.4	92.5	104.4	90.4	103.8	x
COc1ccc(C(=O)CSc2nc(Nc3ccc(S(N)(=O)=O)cc3)c3ccccc3n2)cc1	101.2	93.3	93.9	123.0	93.7	101.5	93.9	105.3	108.5
OCCOCCN(Cc1ccccn1)Cc1cc(I)cc(I)c1O	59.5	74.4	82.9	58.9	23.7	41.2	42.9	85.2	81.1
NC(=S)Nc1ccc(O)cc1	x	89.1	103.7	93.2	x	112.5	89.3	107.2	111.4
CCOC(=O)C1CCCC12Nc1cccc3cccc(c13)N2 (stereo not drawn)	101.7	76.7	113.5	111.4	101.4	95.0	56.3	110.3	128.7
Cc1cc(OC(=O)c2ccc(Cl)cc2)nc2[nH]c(=O)sc12	101.2	86.6	116.6	100.3	82.3	101.5	82.4	105.9	105.6
O=C(O)c1ccc2c(c1)CCC2	114.8	104.3	105.6	106.9	101.4	104.0	94.4	104.8	119.6
CCOC(=O)C(Cc1ccc(N)cc1)N1C(=O)c2ccccc2C1=O (stereo not drawn)	107.3	95.7	105.5	106.6	89.8	102.4	84.1	104.6	110.8
Clc1nc(Cl)c2[nH]cc(Cl)c2n1	112.1	89.8	106.1	104.5	92.2	104.9	95.8	102.1	114.9
COc1ccc(/C=C2\SC(=Nc3cc(C)[nH]n3)NC2=O)cc1	101.9	97.4	91.9	101.8	83.4	88.1	75.3	99.8	80.7
Cc1ccc(S(=O)(=O)OC(C#N)c2ccccc2)cc1 (stereo not drawn)	110.1	88.8	98.9	99.2	104.0	106.9	82.6	100.8	106.0
CCOC(=O)c1c(C)[nH]c2ccc(NS(=O)(=O)c3ccc4c(c3)CN(C(=O)C(F)(F)F)CC4)cc2c1=O	107.2	103.9	102.2	99.0	92.8	107.9	89.0	104.0	114.9
COc1ccc(CC(=O)NCCc2ccccc2)cc1OC	100.4	88.2	105.8	114.0	84.5	105.1	89.0	100.5	84.1
COc1ccc(/C=N/S(=O)(=O)O)cc1OC	105.6	68.7	118.0	92.2	94.3	103.1	88.4	103.8	x
Cc1nc(NC(=O)NC2CCCCC2)sc1C(=O)NNC(=O)NC1CCCCC1	95.5	83.2	100.4	109.7	102.7	96.2	81.8	80.0	92.4
CCN(CC)CC(O)c1cnc(-c2ccccc2)nc1C (stereo not drawn)	106.6	99.9	106.7	99.6	93.8	105.6	93.8	98.1	100.3
CN(C)C1CCC(NC2=CC(=O)C=CC2=O)CC1 (stereo not drawn)	109.2	90.2	101.7	113.3	100.4	99.2	92.3	121.5	118.2
O=C(COc1ccc(/C=C2/SC(=O)NC2=O)cc1)Nc1cccc(C(F)(F)F)c1	99.6	83.8	112.2	112.2	100.4	95.4	39.5	87.6	118.0
O=C(Cn1cc(COn2nnc3ccccc32)nn1)Nc1ccc([N+](=O)[O-])cn1	111.0	93.4	101.8	121.2	94.9	101.1	71.8	102.7	114.1
